Screening data from PubChem BioAssay.
TDP1 inh – qHTS Assay for Inhibitors of Tyrosyl-DNA Phosphodiesterase (TDP1). Tyrosyl-DNA phosphodiesterase 1 (Homo sapiens), Q9NUW8. recombinant TDP1, AlphaScreen DNA substrate cleavage. Potency, µM (top dose mostly 130 µM), for the others: at the top dose activity change, negative = inhibition, hits mostly inhibitors. actives 0.28% (n = 350,000). AID 485290, 2010; note: nearly all actives have a fitted effect of over 40% in size
Target sequence (Q9NUW8 whole entry, looked up): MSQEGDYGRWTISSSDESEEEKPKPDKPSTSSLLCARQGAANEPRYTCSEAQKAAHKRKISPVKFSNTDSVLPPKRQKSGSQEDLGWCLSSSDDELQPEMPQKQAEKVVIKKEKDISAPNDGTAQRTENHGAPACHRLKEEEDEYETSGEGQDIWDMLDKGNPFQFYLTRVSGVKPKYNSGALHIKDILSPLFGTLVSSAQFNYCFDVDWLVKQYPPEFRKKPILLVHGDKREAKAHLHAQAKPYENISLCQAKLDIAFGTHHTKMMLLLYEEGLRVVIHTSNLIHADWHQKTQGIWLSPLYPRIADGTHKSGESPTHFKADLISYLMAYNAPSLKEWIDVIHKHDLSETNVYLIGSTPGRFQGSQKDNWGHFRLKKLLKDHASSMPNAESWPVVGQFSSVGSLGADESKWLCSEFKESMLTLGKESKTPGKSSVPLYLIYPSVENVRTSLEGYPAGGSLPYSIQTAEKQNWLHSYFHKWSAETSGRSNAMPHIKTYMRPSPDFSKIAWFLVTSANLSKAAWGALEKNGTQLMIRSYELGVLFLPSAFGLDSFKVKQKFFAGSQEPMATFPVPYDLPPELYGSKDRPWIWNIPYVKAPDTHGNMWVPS
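AlphaScreen read-out: signal falls as enzyme removes the 3' tyrosine-FITC from a 5'-biotinylated DNA oligo (15 nM, 5 min, RT). Enzyme was E. coli-made recombinant Tdp1 at 1 nM, exposed to compound for 15 min beforehand; beads 10 ug/ml, 10 min.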
TDP1 cell noCPT – qHTS for Inhibitors of human tyrosyl-DNA phosphodiesterase 1 (TDP1): qHTS in cells in absence of CPT. DT40 Tdp1-/- hTDP1 cells, no CPT, ATP luminescence, 48 h. Potency, µM (doses to about 46.2 µM), for the others: top-dose activity change, negative = growth inhibition, usual class: inhibitors. actives 15% (n = 420,000); note: nearly all actives have a fitted effect of over 55% in size
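Stably hTDP1-transfected Tdp1-null chicken DT40 cells were treated with library compounds minus camptothecin and grown for at least 48 hr at 37 °C, after which cellular ATP was quantified by luminescence.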
GCN5L2 inh – qHTS Assay for Inhibitors of GCN5L2. GCN5L2 HAT assay, ThioGlo1 CoA-SH fluorescence. Potency, µM (highest dose often 58.9 µM), for the others: at the highest dose activity change, negative = inhibition, actives largely listed as inhibitors. actives 0.21% (n = 390,000)
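Enzyme at 20nM final was mixed with library compounds for 15 min at room temperature. Peptide H3(1-25) at 75uM, acetyl-CoA at 70uM and ThioGlo1 at 50uM were then added. Plates were read immediately and after 20 min (Ex340nm/Em540nm).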
* = called active by the depositor; ? = inconclusive; . = not tested or not shown; [ ] = dose if it differs, or a comment. Calls come from the whole dose curve; as a rule, active = well fitted curve in the direction sought with a large enough effect; inconclusive = small, poorly fitted or top-dose-only effect, or another doubt; inactive = no such curve, though single readings can be large; an effect the other way counts as inactive or inconclusive. % is set by controls: 0 for no effect and ±100 for the full control effect; potency is the fitted concentration of half-maximal effect. A portion of the library. The share of hits here may be higher or lower than overall.

[1] CCOC(=O)c1cc(S(=O)(=O)N(C)c2ccccc2)[nH]n1
[2] NC(=O)Cn1cc(C(=O)C(=O)N2CCOCC2)c2ccccc21
[3] O=C(CCCSc1ccccc1)Nc1ccc(Cl)c(S(=O)(=O)N2CCOCC2)c1
[4] CC(C)C(=O)N1c2ccccc2NC2=C(C(=O)CCC2)C1c1ccc(N(C)C)cc1 (centres undefined)
[5] Cc1oc(-c2ccccc2F)nc1CS(=O)CC(=O)NC1CC1 (centres undefined)
[6] CCOC(=O)c1sc(=NC(=O)c2ccc(C)c(C)c2)n(C)c1C
[7] COc1ccc(-c2cc3ccc(O)c(CN4CCCC4)c3oc2=O)cc1
[8] Cc1cc(C(=O)NCCCN(C)C)c2ccccc2n1
screen / no.	1	2	3	4	5	6	7	8
TDP1 inh	-2%	1%	-4%	3%	4%	1%	3%	4%
TDP1 cell noCPT	-14%	0%	18µM*	-9%	18%	-5%	-27%	3%
GCN5L2 inh	-1%	?	-7%	-15%	3%	-1%	?	-6%

[9] CC(/C=N/NC(=O)c1nnn(-c2nonc2N)c1CN1CCCCC1)=C\c1ccccc1
[10] C=CCSc1ncnc2c1oc1nc3c(cc12)COC(C)(C)C3
[11] COc1ccc(CCNC(=O)NCCc2c[nH]c3ccccc23)cc1OC
[12] COC(=O)c1ccc(C2c3c(-c4ccc(Br)cc4)n[nH]c3C(=O)N2c2ccc(Cl)cc2)cc1 (centres undefined)
[13] CCc1nc2ccccc2c(C(=O)OCC(=O)C(C)(C)C)c1C
[14] CCN(CC)S(=O)(=O)c1ccc(N(C)C)c(NC(=O)CSCc2c(C)noc2C)c1
[15] CCOc1ccc(NC(=S)Nc2ccc(F)cc2)cc1
[16] COc1ccc(S(=O)(=O)N2CCOC2CNC(=O)C(=O)NCCc2ccccc2)cc1C (centres undefined)
screen / no.	9	10	11	12	13	14	15	16
TDP1 inh	1%	4%	.	0%	-3%	0%	.	.
TDP1 cell noCPT	?	18µM*	-21%	?	18µM*	?	?	?
GCN5L2 inh	-4%	2%	-7%	-12%	-18%	-14%	-17%	-28%

[17] COc1ccc(CCNS(=O)(=O)c2ccc3c(c2)CCN3C(=O)CCC(=O)O)cc1OC
[18] CCN(C(=O)CSc1nc2ccc(O)cc2c(=O)n1-c1ccc(OC)c(OC)c1)C1CCS(=O)(=O)C1 (centres undefined)
[19] O=C(CC1Nc2ccccc2NC1=O)NCc1cccnc1 (centres undefined)
[20] CCN(CC)S(=O)(=O)c1ccc(C(=O)NCC(c2ccc(OC)cc2)N2CCOCC2)cc1 (centres undefined)
[21] Cc1ccc(Cl)cc1NC(=O)C1CCCN1S(=O)(=O)c1ccc(-c2ccc(=O)[nH]n2)s1 (centres undefined)
[22] CCCNC(=O)c1sc2c(c1C(=O)Nc1ccccn1)CCCC2
[23] COc1ccc(Nc2nnc(-c3ccc(C(=O)NCCO)cc3)c3ccccc23)cc1
[24] Cc1ccc(C(=O)NCCSC(C)(C)C)cc1[N+](=O)[O-]
screen / no.	17	18	19	20	21	22	23	24
TDP1 inh	7%	-4%	-2%	2%	9%	5%	.	2%
TDP1 cell noCPT	7%	-5%	?	-23%	15µM*	18µM*	6.5µM*	?
GCN5L2 inh	-1%	-6%	-6%	-8%	2%	-2%	-5%	0%

[25] O=C(CCCCCN1C(=O)c2cccc([N+](=O)[O-])c2C1=O)Nc1ccccc1F
[26] O=C(NCCN1CCOCC1)C(=O)NCC1OCCN1S(=O)(=O)c1cc(F)ccc1F (centres undefined)
[27] CCC(C)(C)NC(=O)Cn1c(-c2ccc(C)cc2)noc1=O
[28] COc1ccc(C(=O)N2CCC3(CC2)NCCc2[nH]cnc23)cc1
[29] CCOC(=O)Cn1nc(-c2ccc(Cl)cc2)cc1N
[30] Cn1nnnc1SCc1ccc(F)cc1
[31] CCOc1ccccc1NC(=O)CCNC(=O)c1ccc(Cl)cc1
[32] Cc1ccc([N+](=O)[O-])cc1NC(=S)NC(=O)CC(C)(C)C
screen / no.	25	26	27	28	29	30	31	32
TDP1 inh	1%	2%	.	1%	7%	0%	3%	-4%
TDP1 cell noCPT	4%	0%	-4%	-24%	7%	11%	-18%	-16%
GCN5L2 inh	-12%	-4%	-5%	-2%	0%	1%	-6%	-2%

[33] O=C(c1cc(COc2ccc(F)cc2F)on1)N1CCOCC1
[34] COc1ccc(OCC(=O)Nc2nc3cc4c(cc3s2)OCCO4)cc1
[35] O=C(CC(c1ccccc1)c1ccccc1)Nc1ccc2c(c1)OCCO2
[36] Cc1cccc(Nc2ncnc(N)n2)c1
[37] CCCCn1c(N)c(N(CC(C)C)C(=O)c2ccc(N(C)S(=O)(=O)c3ccc(C)cc3)cc2)c(=O)[nH]c1=O
[38] CCCn1c(-c2cccc([N+](=O)[O-])c2)nc2c1c(=O)[nH]c(=O)n2Cc1ccccc1
[39] Cc1ccc(S(=O)(=O)N2[C@@H](c3ccc(F)cc3)C(C(=O)O)=CC[C@H]2c2cccc(Cl)c2)cc1
[40] CCCCn1c(-c2nonc2N)nc2ccccc21
screen / no.	33	34	35	36	37	38	39	40
TDP1 inh	1%	0%	2%	.	.	3%	1%	-10%
TDP1 cell noCPT	4%	-8%	?	13%	-10%	16µM*	-1%	?
GCN5L2 inh	-2%	-28%	-8%	2%	0%	-4%	-5%	-2%

Four entries from above, as labelled records.
22) CCCNC(=O)c1sc2c(c1C(=O)Nc1ccccn1)CCCC2
  TDP1 inh: 5%
  TDP1 cell noCPT: 18µM*
  GCN5L2 inh: -2%

15) CCOc1ccc(NC(=S)Nc2ccc(F)cc2)cc1
  TDP1 inh: .
  TDP1 cell noCPT: ?
  GCN5L2 inh: -17%

10) C=CCSc1ncnc2c1oc1nc3c(cc12)COC(C)(C)C3
  TDP1 inh: 4%
  TDP1 cell noCPT: 18µM*
  GCN5L2 inh: 2%

6) CCOC(=O)c1sc(=NC(=O)c2ccc(C)c(C)c2)n(C)c1C
  TDP1 inh: 1%
  TDP1 cell noCPT: -5%
  GCN5L2 inh: -1%

Later entries:
[41] CC(=O)N1CCc2c(sc(NC(=O)Cc3ccccc3)c2C#N)C1
[42] C/C=C(\C)C(=O)N1CCC(C(=O)c2ccccc2)CC1
[43] COc1ccc(CNC(=O)Nc2ccc3c(c2)N(C)C(=O)CS3)cc1
[44] COc1ccc(CCNCC(C)c2ccccc2)cc1 (centres undefined)
[45] Cc1nc2c3cccnc3nn2c(C)c1CCC(=O)NCc1ccccc1
[46] O=C(CCN1C(=O)C2C3C=CC(C3)C2C1=O)NC1CCCCC1 (centres undefined)
[47] CC(C)(C)NC(=O)C1CCN(C(=O)c2ccco2)CC1
[48] Cn1c(CSCc2ccc(Cl)c(Cl)c2)nnc1SCC(=O)Nc1nccs1
screen / no.	41	42	43	44	45	46	47	48
TDP1 inh	-2%	.	0%	.	-1%	6%	1%	0%
TDP1 cell noCPT	30%[activator]	7%	?	-20%	-17%	13%	2%	18µM*
GCN5L2 inh	-3%	34%[activator]	-11%	-10%	-3%	-5%	-3%	-1%

[49] O=C(O)CCc1ccc(S(=O)(=O)Nc2cc(C(F)(F)F)ccc2N2CCCC2)cc1
[50] CC1Cc2ccccc2N1S(=O)(=O)c1cccc(C(=O)Nc2cccnc2)c1 (centres undefined)
[51] Cc1c(C(O)CN2CCC(C(N)=O)CC2)c2ccccc2n1C (centres undefined)
[52] O=C(Nc1cccc2ccccc12)N1CCN(Cc2ccc3c(c2)OCO3)CC1
[53] CCOC(=O)CC(NC(=O)c1ccccc1F)c1ccc(C)cc1 (centres undefined)
[54] O=C(COC(=O)CCc1ccc(S(=O)(=O)N2CCOCC2)cc1)NCc1ccccc1
[55] CN(CC(=O)Nc1ccc(F)cc1)C(=O)COC(=O)c1ccccc1
[56] Nc1nc(SCC(=O)Nc2ccccc2)nc2nc3c(cc12)CCCC3
screen / no.	49	50	51	52	53	54	55	56
TDP1 inh	18µM*	2%	2%	6%	1%	1%	-6%	4%
TDP1 cell noCPT	-16%	?	-10%	-18%	?	-8%	-1%	13µM*
GCN5L2 inh	-6%	5%	-5%	-7%	3%	-3%	-2%	3%

[57] COc1ccc(OC)c(/C(O)=C/C(=O)C(=O)Nc2ccccc2OC)c1
[58] CN(C(=S)NC(=O)c1ccccc1)c1c(N)n(Cc2ccccc2)c(=O)[nH]c1=O
[59] Cc1ccc(CN2CCN(C/C=C/c3ccc(F)cc3)CC2CCO)o1 (centres undefined)
[60] CC(C)[C@H](NC(=O)N1CCn2c1nc1ccccc12)C(=O)N[C@H](C(=O)O)c1ccccc1
[61] CCN(CC)S(=O)(=O)c1ccc(S(=O)(=O)NCC2CCCO2)cc1 (centres undefined)
[62] CC1Cc2ccccc2N1C(=O)CN(C)CC(=O)Nc1ccc(F)cc1 (centres undefined)
[63] CCCCNC(=O)NC(C(=O)OC)C12CC3CC(CC(C3)C1)C2 (centres undefined)
[64] c1ccc2oc(SCc3cn4ccccc4n3)nc2c1
screen / no.	57	58	59	60	61	62	63	64
TDP1 inh	-4%	5%	6%	.	2%	1%	3%	11%
TDP1 cell noCPT	18µM*	20%	?	-9%	8%	?	-9%	-16%
GCN5L2 inh	0%	-27%	11%	-15%	1%	-5%	-6%	1%

[65] Cc1cccc(CN2CCC(Oc3ccc(C(=O)N4CCCC4)cc3)CC2)n1
[66] O=C(/C=C/c1ccccc1Cl)Nc1ccc2c(c1)C(=O)NC2=O
[67] O=S(=O)(NCc1ccc(Cl)cc1)c1ccc2[nH]c3c(c2c1)CCCC3
[68] CCOCCn1c(COc2ccccc2)nc2ccccc21
[69] CCCn1c(=O)c(C(=O)N/N=C/c2ccc(F)cc2)c(O)c2ccccc21
[70] CCCC(C(=O)NC1CCCC1)N(Cc1cccs1)C(=O)c1snc(C(N)=O)c1N (centres undefined)
[71] C(=C\c1ccco1)/c1nc2ccccc2[nH]1
[72] COc1cccc(NC(=O)CCc2c(C)nc3c4cccnc4nn3c2C)c1
screen / no.	65	66	67	68	69	70	71	72
TDP1 inh	3%	-11%	11%	-1%	4%	10%	2%	6%
TDP1 cell noCPT	-20%	-9%	5.8µM*	?	5.2µM*	?	23µM*	18µM*
GCN5L2 inh	-6%	-29%	-16%	-3%	-2%	-13%	-23%	-3%

[73] c1ccc(CNc2ncncc2-c2ccc3c(c2)OCO3)cc1
[74] COc1ccccc1C(=O)Nc1c2c(nn1-c1cccc(C)c1C)CS(=O)(=O)C2
[75] COc1ccc(CC(=O)NNC(=O)c2cc(Cl)ccc2OC)cc1
[76] CCOC(=O)c1sc(NC(=O)C(C)(C)C)cc1C
[77] CCOc1ccc(S(=O)(=O)N2CCCCC2)c(C)c1C
[78] CC(=O)c1cccc(Nc2nc(-c3cccc(C)c3)nc3ccccc23)c1
[79] CC(C)c1ccc(CN2CCN(S(=O)(=O)c3ccc(Cl)s3)CC2)cc1
[80] Cn1c(=O)n(CCc2ccccc2)c2ccccc21
screen / no.	73	74	75	76	77	78	79	80
TDP1 inh	.	1%	-3%	7%	1%	.	-4%[56.1 µM]	.
TDP1 cell noCPT	?	-20%	-11%	-27%	-20%	5.8µM*	?	0%
GCN5L2 inh	-28%	-12%	?	1%	-7%	-19%	-6%	?

[81] CSCC[C@H](NC(=O)Nc1ccc(C)cc1C)C(=O)O
[82] COc1cccc(C(=O)Nc2ccc(NC(=O)C(C)(C)C)cn2)c1
[83] O=C(NCCC1=CCCCC1)C(=O)NCCc1ccc(Cl)cc1
[84] CCOc1ccc(CN2CCNC(=O)C2CC(=O)NCc2ccccn2)cc1 (centres undefined)
[85] O=C(Nc1cc(Cl)ccc1N1CCOCC1)c1cc2ccccc2o1
[86] COc1ccc(CN2c3c(Br)cccc3C(=O)CS2(=O)=O)cc1
[87] CN(C)N1C(N)=C(C#N)C(c2ccsc2)C2=C1CCCC2=O (centres undefined)
[88] CC(Sc1nnc(Nc2ccccc2)s1)C(=O)Nc1nc(-c2ccccc2)cs1 (centres undefined)
[89] COC(=O)c1ccc(/C=N/NC(=O)C(=O)N2CCCCCC2)cc1
[90] CCOC(=O)c1sc(-c2ccc(Br)cc2)cc1N
screen / no.	81	82	83	84	85	86	87	88	89	90
TDP1 inh	4%	2%	3%	.	.	.	6%	-5%	2%	-3%
TDP1 cell noCPT	-8%	-27%	3%	-3%	-11%	?	-6%	?	-16%	?
GCN5L2 inh	-4%	2%	-9%	-1%	-6%	-24%	-5%	-5%	-6%	-12%
